Compound activity as filed in PubChem.
M. tuberculosis HTS: M. tuberculosis growth inhibition, HTS (AID 449762); one-dose inhibition, % at 25 µM; IC50 in µM for titrated hits; M. tuberculosis H37Rv growth inhibition, 7H9 media; higher % means a stronger effect; hit rate 0.59% among 330,000; in the data active means a potency from the dose series; inconclusive means inhibition above about 70% without an active follow-up result;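 further: bacterial growth assessed after seven days of incubation; strong numbers were not always called active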
tuberculosis growth: growth inhibition of non-replicating M. tuberculosis (AID 488890). Mycobacterium tuberculosis non-replicating, growth inhibition; higher % means a stronger effect. hit rate 0.39% among 320,000. inhibition, % at 25 µM, or IC50 in µM where a hit was titrated; in the data active means a potency from the dose series; inconclusive means inhibition mostly from about 82% at the one dose, without a potency; inactive means the rest, 99 in 100 with inhibition below about 76%;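 further: plate controls were DMSO cells for no effect and high antibiotic wells for full effect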
influenza NS1A: H1N1 influenza NS1A inhibitors, functional cell based assay (AID 504329); NS1A functional cell-based assay, percent inhibition; higher % means a stronger effect; inhibition, % at 12.5 µM, or IC50 in µM where a hit was titrated; hit rate 0.3% among 340,000; in the data active means a potency from the dose series; inconclusive means inhibition above about 27% without an active follow-up result; further: strong numbers were not always called active
VEEV TC-83 Vero: inhibitors of VEEV TC-83 cytopathic effect, confirmation, Vero cells (AID 588727). Vero cells, VEEV TC-83 cytopathic effect inhibition; higher % means a stronger effect. inhibition, % at 20 µM; hits with a dose series show IC50 in µM. hit rate 0.13% among 350,000; in the data active means a potency from the dose series; inconclusive means inhibition mostly from about 14% at the one dose, without a potency; inactive means the rest, 99 in 100 with inhibition below about 12%; further: strong numbers were not always called active
Salmonella PhoP GFP: Inhibition of PhoP regulon, Salmonella typhi GFP reporter cells, confirmation, 4 h (AID 1850); Salmonella Typhi PhoP-promoter GFP reporter, fluorescence, 4 h; higher % means a stronger effect; hit rate 0.33% among 310,000; inhibition, % at 50 µM; hits with a dose series show IC50 in µM; in the data active means a potency from the dose series; inconclusive means inhibition mostly from about 25% at the one dose, without a potency; inactive means the rest, 99 in 100 with inhibition below about 19%;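 further: 0% = induced wells with vehicle and 100% = uninduced wells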
VEEV TC-83 Vero 10K pilot screen: recorded beside VEEV TC-83 Vero, whose call it bears; inhibition, %; measured here: 10K pilot screen inhibition
An asterisk follows results filed as active; i = inactive; u = inconclusive; x = not tested or not shown.

SMILES | M. tuberculosis HTS | tuberculosis growth | influenza NS1A | VEEV TC-83 Vero | Salmonella PhoP GFP | others
COc1ccc(NC(=O)c2cc(S(=O)(=O)N3CCCCC3)ccc2N2CCCCC2)cn1 | -9% | 8% | -2% | 0.2% | -8%
CCCCCCCC[n+]1cccc2c3ccccc3ccc21 | 21% | u | -11% | i | x
Cc1[nH]c2ccccc2c1C(=O)C(=O)NCc1ccncc1 | 6% | -10% | 0% | 0.4% | -2%
CCC(c1nnnn1Cc1cccs1)N1CCN(C2CCCC2)CC1 (configuration not stated) | -1% | -2% | 0% | i | -9%
COc1ccc(CN2C(=O)CCC2(C)C(=O)NC2CCCCCC2)cc1 (configuration not stated) | -8% | -22% | -8% | 0.2% | -9%
COc1cccc(-c2c(-c3cc(OC)cc(OC)c3)n(C)c3ccc(-c4cccc5[nH]ccc45)cc23)c1 | 14% | 18% | 13% | 5.5% | x
CCCCNC(=S)NC(=O)c1ccc([N+](=O)[O-])cc1 | 22% | 49% | 10% | 0.1% | 6%
COc1ccc(NC(=O)c2cccc(N3C(=O)c4ccc(C(=O)Nc5ccc(OC)c(O)c5)cc4C3=O)c2)cc1O | -4% | 3% | -14% | 1.2% | -3%
CCOc1ccccc1NC(=S)NCCc1ccccc1 | 4% | 1% | -1% | 0.1% | -12%
COc1ccc(/C=C2/C(=O)NC(=O)N(C3CCCCC3)C2=O)cc1CSc1ccccn1 | 10% | 20% | x | x | -3%
O=Nc1c(-c2cccc([N+](=O)[O-])c2)nc2ncccn12 | u | u | x | x | -7%
O=C(CN1CCCCC1)N1CCN(S(=O)(=O)c2ccccc2)C1 | 0% | 3% | -3% | 0.6% | 3% | VEEV TC-83 Vero 10K pilot screen=1.0
Cc1ccc(S(=O)(=O)N2C(=O)CCC2C(=O)Nc2ccc3c(c2)OCCO3)cc1 (configuration not stated) | 3% | -11% | 3% | 0.9% | 9% | VEEV TC-83 Vero 10K pilot screen=1.5
COc1ccc(C)cc1NC(=O)C1CCCN(S(=O)(=O)c2ccc(-n3cnnn3)cc2)C1 (configuration not stated) | 1% | 4% | 8% | 9.1% | -1%
C[C@H](NC(=O)N1CCn2c1nc1ccccc12)C(=O)N1CCCCC1 | -5% | 20% | -2% | 0.8% | 4%
Cc1ccc(OCCNC(=O)C(C)SCC(=O)Nc2ccc(F)cc2)cc1 (configuration not stated) | -6% | 46% | -16% | 1.1% | x
Cc1cccn2c(=O)c(C(=O)NC3CCCCC3C)c(O)nc12 (configuration not stated) | 27% | 29% | -5% | 6.1% | 7%
CC1CC(C)CN(S(=O)(=O)c2ccc(NC(=O)CCNC(=O)c3ccc([N+](=O)[O-])cc3)cc2)C1 (configuration not stated) | -11% | 3% | -16% | 2.0% | x
COc1ccccc1CNC(=S)Nc1cc(C)ccc1C | 45% | u | -6% | 5.6% | 6%
C=CCNC(=O)c1onc(CSc2ccncc2)c1C(=O)NCC=C | -11% | -7% | -11% | 2.0% | 0%
CN(C1CCS(=O)(=O)C1)S(=O)C12CC3CC(CC(C3)C1)C2 (configuration not stated) | 0% | 12% | -1% | 0.2% | -1%
COc1ccc(C(=O)NCC(C)NC(=O)c2ccc(OC)c(Br)c2)cc1Br (configuration not stated) | -6% | x | x | 0.3% | 4%
CN1CCN(c2nc3cc(C(F)(F)F)ccc3n3cccc23)CC1 | u | 51% | 10% | 7.3% | 74µM*
Cc1ccc2c(c1)C1CN(C)CCC1N2C(=O)CCCN1C(=O)c2cccc3cccc(c23)C1=O (configuration not stated) | 0% | 36% | 11% | 0.8% | 15%
O=C(Nc1ccc(F)cc1F)C1CCCN(c2ncnc3c2nc2n3CCCCC2)C1 (configuration not stated) | 5% | 15% | 4% | 6.3% | 5%

Retrieved one by one from the entries so far:
SMILES | M. tuberculosis HTS | tuberculosis growth | influenza NS1A | VEEV TC-83 Vero | Salmonella PhoP GFP | others
C[C@H](NC(=O)N1CCn2c1nc1ccccc12)C(=O)N1CCCCC1 | -5% | 20% | -2% | 0.8% | 4%
COc1ccc(NC(=O)c2cccc(N3C(=O)c4ccc(C(=O)Nc5ccc(OC)c(O)c5)cc4C3=O)c2)cc1O | -4% | 3% | -14% | 1.2% | -3%
C=CCNC(=O)c1onc(CSc2ccncc2)c1C(=O)NCC=C | -11% | -7% | -11% | 2.0% | 0%
Cc1[nH]c2ccccc2c1C(=O)C(=O)NCc1ccncc1 | 6% | -10% | 0% | 0.4% | -2%
COc1ccc(/C=C2/C(=O)NC(=O)N(C3CCCCC3)C2=O)cc1CSc1ccccn1 | 10% | 20% | x | x | -3%
Cc1ccc2c(c1)C1CN(C)CCC1N2C(=O)CCCN1C(=O)c2cccc3cccc(c23)C1=O (configuration not stated) | 0% | 36% | 11% | 0.8% | 15%
Cc1ccc(OCCNC(=O)C(C)SCC(=O)Nc2ccc(F)cc2)cc1 (configuration not stated) | -6% | 46% | -16% | 1.1% | x

Back to the main list, repeating the 3 entries before the break.
SMILES | M. tuberculosis HTS | tuberculosis growth | influenza NS1A | VEEV TC-83 Vero | Salmonella PhoP GFP | others
CN1CCN(c2nc3cc(C(F)(F)F)ccc3n3cccc23)CC1 | u | 51% | 10% | 7.3% | 74µM*
Cc1ccc2c(c1)C1CN(C)CCC1N2C(=O)CCCN1C(=O)c2cccc3cccc(c23)C1=O (configuration not stated) | 0% | 36% | 11% | 0.8% | 15%
O=C(Nc1ccc(F)cc1F)C1CCCN(c2ncnc3c2nc2n3CCCCC2)C1 (configuration not stated) | 5% | 15% | 4% | 6.3% | 5%
O=[N+]([O-])c1cc(-c2ccc(C(=S)N3CCOCC3)o2)ccc1Cl | 12% | 47% | 15% | 8.5% | -12%
O=C(O)CC1NC(=O)N(C2CCCCC2)C1=O (configuration not stated) | -10% | -19% | -7% | 1.7% | -11%
CN(CC(=O)Nc1cccc(F)c1)C(=O)C1CCN(C(=O)c2ccc(Cl)cc2)CC1 | -10% | 0% | -6% | 0.7% | x
O=C(O)CC(NC(=O)c1ccc2c(c1)OCO2)c1cccc([N+](=O)[O-])c1 (configuration not stated) | 2% | -10% | x | 0.3% | -9%
O=C(COc1ccccc1[N+](=O)[O-])OC1CCS(=O)(=O)C1 (configuration not stated) | -3% | -17% | -9% | 1.5% | 12%
COc1ccc(N(C)C(=O)c2oc(=O)c3ccccc3c2-c2ccc(C)cc2)c(OC)c1 | -15% | 42% | 4% | 5.3% | -6%
CCOC(=O)c1c(N)sc(C(=O)N2CCCCCC2)c1C | 12% | 2% | 9% | 0.7% | -4%
O=c1oc2ccccc2c(O)c1Cc1cc(Cl)c2cccnc2c1O | -5% | 2% | -6% | 12% | 11%
COCCn1c(C)cc(C2=NNC(=Nc3ccc(Cl)cc3Cl)SC2)c1C | 3% | 7% | -1% | i | -1%
O=C(NCCc1ccccc1)C(c1cccs1)N(C(=O)c1csnn1)C1CC1 (configuration not stated) | -18% | 19% | -3% | 0.9% | 15%
COc1ccc(-c2nnn(CC(=O)N(CCCN3CCOCC3)C(C(=O)NC3CCCC3)c3ccc(C)o3)n2)cc1 (configuration not stated) | -9% | -20% | 1% | 0.2% | 9%
O=C(COC(=O)c1ccc2ncsc2c1)Nc1ncc(Cl)cc1Cl | 2% | -19% | 5% | 0.6% | -11%
CSc1nc2c(c(=O)n1-c1ccc(F)cc1)SCC2 | -3% | -1% | -2% | 0.6% | -7%
O=C(O)/C=C/C(=O)NCCc1ccc(Cl)cc1 | 11% | 47% | 0% | 0.8% | -15%
CC(=O)N1c2ccc(S(=O)(=O)N(C)CC(=O)NC3CCCC3)cc2CC1C (configuration not stated) | -8% | 8% | 1% | 1.2% | 8%
CCC1Oc2ccccc2N(CC(=O)NCCCN2CCCCC2CC)C1=O (configuration not stated) | -5% | x | -8% | i | 6%
CCCCC(O)(CCN1CCOCC1)c1ccc(Cl)cc1 (configuration not stated) | -2% | -5% | -2% | i | 2% | VEEV TC-83 Vero 10K pilot screen=0.1
CC(NC(=O)COc1ccccc1)C(=O)NCc1ccc(S(N)(=O)=O)cc1 (configuration not stated) | 3% | -6% | -18% | i | x
CC(=O)c1nn(-c2cccc(C)c2)cc1C(=O)c1cccc(Br)c1 | 12% | -9% | 2% | 0.1% | 0%
CCCC1CCC(=NNC(=O)OC(C)(C)C)CC1 (configuration not stated) | 8% | -13% | -4% | i | -6%
CCc1ccc(NC(=O)C(=O)N/N=C(\C)CC(=O)Nc2ccc(OC)cc2)cc1 | u | 48% | 12% | 0.5% | 9%
COc1ccc(C2/C(=C(/O)c3ccc(Br)cc3)C(=O)C(=O)N2C)cc1OC (configuration not stated) | 8% | 5% | 5% | 1.3% | -7%
COc1ccc(CCC(C)NCC2CCCCC2)cc1 (configuration not stated) | -5% | 1% | 7% | 0.2% | 4%
CC(=O)c1ccc(OCC(=O)OCc2cc(-c3ccco3)on2)cc1 | -2% | 71% | -5% | i | x
O=C1COC(c2ccccc2)=CN1Cc1ccccc1 | 0% | -10% | -4% | i | 8%

Next section
SMILES | M. tuberculosis HTS | tuberculosis growth | influenza NS1A | VEEV TC-83 Vero | Salmonella PhoP GFP | others
Cc1[nH]c2ccc(C(=O)NCC(C)(C)N3CCOCC3)cc2c1C | 3% | -18% | -1% | 0.6% | -10%
O=C(COC(=O)c1cc(S(=O)(=O)N2CCCCC2)ccc1N1CCOCC1)NC1CCCCC1 | -3% | 17% | -2% | i | 3%
N=c1sccn1CC(=O)NCCc1ccc(Cl)cc1 | 0% | -9% | -5% | i | 14%
CCCCn1c(CCC(=O)O)nc2c1c(=O)[nH]c(=O)n2CCC | -8% | 6% | 2% | 1.5% | 1%
OCCC1CN(Cc2c(O)ccc3ccccc23)CCN1CCc1ccccc1 (configuration not stated) | 5% | 58% | -7% | 0.4% | -8%
CCOC(=O)C(=O)N/N=C/c1cccc(Br)c1 | -1% | -9% | -6% | 0.2% | 4%
COC(=O)c1cc(NC2c3ncccc3C(=O)N2Cc2ccccc2)cc(C(=O)OC)c1 (configuration not stated) | 2% | -7% | 1% | 2.0% | 3%
O=C(COc1ccc([N+](=O)[O-])cc1)N(Cc1ccccc1)Cc1ccccc1 | 11% | -1% | -8% | 1.2% | 5%
CCOc1ccc(NC(=O)N2CCC(C(=O)c3ccc(F)cc3)CC2)cc1 | -3% | 48% | 0% | 0.3% | 11%
O=C(/C=C/c1cccc([N+](=O)[O-])c1)NCCSc1ccccc1 | -4% | 38% | 5% | 8.2% | -1%
O=C(COc1ccccc1Cl)N1CCNC1=O | x | x | -7% | 2.5% | x
O=C(COC(=O)[C@@H]1CCCN1S(=O)(=O)c1ccccc1F)c1ccccc1 | -6% | 7% | -2% | 1.4% | 0%
CC1(C)CCC[C@@]2(C)CC=C(C(=O)O)[C@@H]3C[C@]312 | -4% | 29% | -1% | i | 2%
COC(=O)C[N+](C)(C)C/C=C\c1ccccc1 | -2% | 8% | 13% | 0.5% | 4%
CC1CCN(S(=O)(=O)c2cccc(C(=O)N(C)C3CCS(=O)(=O)C3)c2)CC1 (configuration not stated) | 2% | -20% | 0% | 0.1% | 2%
CCc1ccc(-c2cc(C)no2)cc1S(=O)(=O)NCCc1ccccc1 | 7% | 24% | -1% | 2.6% | 9%
Cc1cccc(/C=C/c2nc3ccccc3c(=O)[nH]2)c1 | 0% | -22% | -5% | i | -8%
CCC(=O)NCCc1nc2cc(NC(=O)Nc3ccccc3)ccc2n1C | 2% | -6% | 0% | 1.4% | 10%
CC(C)(C)c1ccc(/C=C/C(=O)NC2=NCCS2)cc1 | u | u | -3% | 1.1% | -4%
CC(=O)[C@H]1[C@H]([C@H](O)[C@H](O)CO)O[C@](O)(C(=O)O)C[C@@H]1O | 6% | -12% | -4% | i | 5%
COc1ccccc1CNC(=O)CN(C)S(=O)(=O)c1cccc2cccnc12 | -9% | -10% | 1% | 1.7% | 0%
Nc1nonc1-c1nc2ccccc2n1Cc1ccc(F)cc1Cl | -5% | x | -1% | 0.5% | -6%
Nc1c(Cl)ncnc1N1CCCC1 | -5% | 3% | 0% | 1.8% | -2%
COc1cccc(CCNC(=O)CCc2nnc(Cc3cc(OC)ccc3OC)o2)c1 | -3% | 13% | -7% | 0.0% | 8%
COCCCNC(=O)CSc1c2c(nc3ccc(Cl)cc13)CCCC2 | -3% | 46% | -5% | 1.8% | -4%
